Imprint erasure: induces erasure of genomic imprints in mouse ES cells; mouse ES Peg3-LacZ reporter, beta-gal luminescence, 40 h; Potency, µM (series often up to 60.7 µM), for the others: at the highest dose activity change, positive = activation, hits mostly activators; 110,000 tested, 0.02% active;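 further: 0% = negative control wells on the plate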
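Imprint erasure is scored as LacZ activity from the silenced maternal Peg3 allele in feeder-free female ES cells cultured 40 h with LIF. Luminescence is normalized to in-plate negative controls and fitted to the Hill equation.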
p53ts 39C kill: p53ts cell cytotoxicity, nonpermissive temperature; Potency, µM (highest dose often 46.1 µM), inactives show at the highest dose activity change, negative = cell killing, actives largely listed as cytotoxic; 130,000 tested, 1.5% active; H1299-p53A138V viability at 39C, ATP luminescence, 24 h; AID 902; further: nearly all actives have a fitted effect of over 55% in size
p53ts 32C tox: p53ts cell cytotoxicity, permissive temperature. H1299-p53A138V at 32C, ATP luminescence viability, 24 h. Potency, µM (doses to about 46.1 µM), inactives show at the top dose activity change, negative = cytotoxicity, most hits filed as cytotoxic. AID 924. 130,000 tested, 0.93% active;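 further: 0% = DMSO and -100% = full killing by reference compound; nearly all actives have a fitted effect of over 55% in size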
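Cells: H1299 p53ts (A138V), 600/well, pre-incubated 16–30 h at 37C. Cpd up to 46 uM, 24 h, 32C. Readout: ATPlite luminescence, 20 min RT. Normalization: DMSO vs tamoxifen 100 uM. AC50 by Hill equation.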
IkB signaling: suppresses IkB signaling in ABC-DLBCL reporter cells; ABC-DLBCL IkBa-CBG/CBR dual luciferase ratio, 4 h; response scale: scaled: untreated 0%, proteasome inhibitor 100%; Potency, µM (top dose mostly 57.1 µM), for the others: at the highest dose IkBa stabilization activation; 110,000 tested, 0.04% active; AID 445; active means well fitted curve in the direction sought with a large enough effect in the signal ratio, not every such curve was filed as active; inconclusive means small, poorly fitted or top-dose-only effect, or a change in a side signal; the % refers to the signal ratio;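 further: the direction sought is a rising ratio; 0% = basal untreated cells and 100% = reference inhibitor full response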
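Luminescence ratio of IκBα-fused green versus native red beetle luciferase in OCI-Ly3 cells, 4 h post-doxycycline with compound; red signal alone, scaled from basal (0%) to zero light (-100%), flagged nonspecific or cytotoxic effects.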
* hit, by the source's call; ? = inconclusive; / = not tested or not shown; [ ] = remark or other dose. Unless noted, the call rests on the fitted dose curve; in most records, active means well fitted curve in the direction sought with a large enough effect; inconclusive means small, poorly fitted or top-dose-only effect, or another doubt; inactive means no such curve, though single readings can be large; an effect the other way counts as inactive or inconclusive. Unless noted, on the % scale 0 is the no-effect control and ±100 the full control effect; potency means the concentration at half of the fitted maximal effect. Only part of the results is shown; rates above refer to the full screens.

[1] C=C[C@@H]1CN2CC[C@H]1C[C@H]2[C@@H](O)c1ccnc2ccccc12
[2] C[C@@]12CC[C@H](O)C[C@@H]1CC[C@H]1[C@H]2C[C@@H](O)[C@]2(C)[C@@H](C3=CC(=O)OC3)CC[C@@]12O
[3] CCN1C[C@@]2(C)CC[C@H](O)[C@@]34[C@@H]5C[C@H]6[C@H](O)[C@@H]5[C@](O)(C[C@@H]6OC)[C@H](C[C@@H]23)[C@H]14
[4] C[C@H]1CC[C@]2(NC1)O[C@@H]1C[C@@H]3[C@@H]4CC=C5C[C@H](O)CC[C@@]5(C)[C@H]4CC[C@@]3(C)[C@H]1[C@@H]2C
[5] CN1C[C@H](CO)C=C2c3cccc4[nH]cc(c34)C[C@H]21
[6] C=CCCN1C[C@@H]2C[C@H](C1)c1cccc(=O)n1C2
[7] Cc1cccc(OP(=O)(NCc2ccccc2)Oc2cccc(C)c2)c1
[8] O=C1N=c2ccccc2=C/C1=C\c1c(O)[nH]c(=S)[nH]c1=O

Screen / compound no. | 1 | 2 | 3 | 4 | 5 | 6 | 7 | 8
Imprint erasure | / | / | / | / | / | / | / | /
p53ts 39C kill | / | / | / | / | / | / | -6.3% | 7.7%
p53ts 32C tox | / | / | / | / | / | / | / | /
IkB signaling | 2.4%[11.4 µM] | ? | 0.0%[11.4 µM] | 0.5%[11.4 µM] | 0.1%[11.4 µM] | 2.2%[11.4 µM] | / | /

[9] NC(=S)N/N=C/c1coc2ccccc2c1=O
[10] Cc1ccc(/C=C2\C(=O)NC(=S)N(c3ccccc3F)C2=O)s1
[11] Cc1cccc(-n2c(O)c(/C=N/N3CCOCC3)c(=O)[nH]c2=S)c1
[12] O=C(N/N=C/c1c(O)n(CCc2ccccc2)c(=O)[nH]c1=O)c1ccncc1
[13] O=c1c2ccccc2nc(-c2ccc([N+](=O)[O-])cc2)n1-c1ccccc1
[14] Cc1ccc(N2C(=O)NC(=O)/C(=C\c3cc(C)n(-c4sc5c(c4C#N)CCCC5)c3C)C2=O)cc1
[15] Cc1ccc(N2C(=O)NC(=O)/C(=C\c3cnc(-c4ccccc4)nc3)C2=O)cc1
[16] COc1cc(OC)cc(C(=O)Nc2ccc(Br)cc2C(=O)c2ccccc2)c1

Screen / compound no. | 9 | 10 | 11 | 12 | 13 | 14 | 15 | 16
Imprint erasure | / | / | / | / | / | / | / | /
p53ts 39C kill | 9.1% | 37.0%[activator] | -8.8% | -14.4% | -1.7% | 1.7% | 20.0% | 9.6%
p53ts 32C tox | / | / | / | / | / | / | / | /
IkB signaling | / | / | / | / | / | / | / | /

[17] Cc1cc(/C=C2\C(=O)NC(=S)N(C)C2=O)c(C)n1C1CCCCC1
[18] O=C1NC(=O)N(c2ccc3c(c2)OCO3)C(=O)/C1=C\c1ccc(N2CCCCC2)o1
[19] O=C(CCNS(=O)(=O)c1ccccc1)Nc1ccc(Cl)cc1C(=O)c1ccccc1
[20] Cc1cccc(-n2c(O)c(/C=N/Nc3nc4c(c(=O)n(C)c(=O)n4C)n3C)c(=O)[nH]c2=S)c1
[21] Cc1cccc(OP(=O)(Nc2cccnc2)Oc2cccc(C)c2)c1
[22] CN1CCN(c2nc3ccccn3c(=O)c2C=C2C(=O)N(C)C(=O)N(C)C2=O)CC1
[23] CCCCC1C(=O)NC(=S)NC1=O
[24] N#CCCn1cc(C(=O)Nc2ccc([N+](=O)[O-])cc2)c(-c2ccc3c(c2)OCCO3)n1

Screen / compound no. | 17 | 18 | 19 | 20 | 21 | 22 | 23 | 24
Imprint erasure | / | / | / | / | / | / | / | /
p53ts 39C kill | -8.5% | 19.6% | -19.3% | 6.8% | -12.2% | 4.1% | -8.3% | -13.2%
p53ts 32C tox | / | / | / | / | / | / | / | /
IkB signaling | / | / | / | / | / | / | / | /

[25] Cn1c(=O)c2c(nc(N/N=C/c3c(O)n(-c4ccccc4)c(=S)[nH]c3=O)n2C)n(C)c1=O
[26] CCn1c(P(C)(=O)O)nc2ccccc21
[27] CCOc1ccccc1NC(=O)N1CCC2(CC1)OCCO2
[28] COc1cccc(/C=C2\N=C(c3cncc(Br)c3)OC2=O)c1
[29] O=C(N/N=C/c1c(O)n(Cc2ccccc2)c(=O)[nH]c1=O)c1ccccc1O
[30] Cc1ccc(-n2c(C)cc(/C=C3/C(=O)NC(=O)N(Cc4ccco4)C3=O)c2C)cc1
[31] O=C(Nc1ccccc1)N(Cc1ccc2c(c1)OCO2)C1CCN(Cc2ccccc2)CC1
[32] CCOC(=O)c1ncc2[nH]c3ccc(OCc4ccccc4)cc3c2c1COC

Screen / compound no. | 25 | 26 | 27 | 28 | 29 | 30 | 31 | 32
Imprint erasure | / | / | / | / | / | / | / | -34.3%[inhibitor]
p53ts 39C kill | 10.1% | -13.4% | 7.2% | 11.0% | 3.0% | -5.1% | / | /
p53ts 32C tox | / | / | / | / | / | / | -16.6% | /
IkB signaling | / | / | / | / | / | / | / | /

[33] NC(=O)CN1CC(O)CC1=O (stereo not given)
[34] NCC(CP(=O)(O)O)c1ccc(Cl)cc1 (stereo not given)
[35] NC(CCCCCP(=O)(O)O)C(=O)O (stereo not given)
[36] Cc1nnc2n1-c1ccc(Cl)cc1C(c1ccccc1)=NC2
[37] CCOC(=O)c1ncn2c1[C@@H]1CCCN1C(=O)c1cc(OC)ccc1-2
[38] Oc1ccc2c3c1O[C@H]1c4[nH]c5ccccc5c4C[C@@]4(O)C(C2)N(CC2CC2)CCC314 (stereo not given in full)
[39] C=CCN1C[C@@H](C)N([C@H](c2ccc(C(=O)N(CC)CC)cc2)c2cccc(OC)c2)C[C@@H]1C
[40] COc1cc2c(cc1OC)[C@@]13CCN4C=C5CCO[C@H]6CC(=O)N2[C@@H]1C6[C@H]5C[C@H]43 (stereo not given in full)

Screen / compound no. | 33 | 34 | 35 | 36 | 37 | 38 | 39 | 40
Imprint erasure | -7.7% | 8.8% | -5.1% | -1.8% | -11.0% | -8.1% | -14.9% | 10.3%[10.9 µM]
p53ts 39C kill | / | / | / | / | / | / | / | /
p53ts 32C tox | / | / | / | / | / | / | / | /
IkB signaling | / | / | / | / | / | / | / | /

Ordered by molar mass (low to high): 11 of the compounds above
[34] NCC(CP(=O)(O)O)c1ccc(Cl)cc1 (stereo not given)
[27] CCOc1ccccc1NC(=O)N1CCC2(CC1)OCCO2
[36] Cc1nnc2n1-c1ccc(Cl)cc1C(c1ccccc1)=NC2
[37] CCOC(=O)c1ncn2c1[C@@H]1CCCN1C(=O)c1cc(OC)ccc1-2
[29] O=C(N/N=C/c1c(O)n(Cc2ccccc2)c(=O)[nH]c1=O)c1ccccc1O
[32] CCOC(=O)c1ncc2[nH]c3ccc(OCc4ccccc4)cc3c2c1COC
[40] COc1cc2c(cc1OC)[C@@]13CCN4C=C5CCO[C@H]6CC(=O)N2[C@@H]1C6[C@H]5C[C@H]43 (stereo not given in full)
[30] Cc1ccc(-n2c(C)cc(/C=C3/C(=O)NC(=O)N(Cc4ccco4)C3=O)c2C)cc1
[38] Oc1ccc2c3c1O[C@H]1c4[nH]c5ccccc5c4C[C@@]4(O)C(C2)N(CC2CC2)CCC314 (stereo not given in full)
[31] O=C(Nc1ccccc1)N(Cc1ccc2c(c1)OCO2)C1CCN(Cc2ccccc2)CC1

Screen / compound no. | 34 | 27 | 36 | 37 | 29 | 32 | 40 | 30 | 38 | 31
Imprint erasure | 8.8% | / | -1.8% | -11.0% | / | -34.3%[inhibitor] | 10.3%[10.9 µM] | / | -8.1% | /
p53ts 39C kill | / | 7.2% | / | / | 3.0% | / | / | -5.1% | / | /
p53ts 32C tox | / | / | / | / | / | / | / | / | / | -16.6%
IkB signaling | / | / | / | / | / | / | / | / | / | /

[39] C=CCN1C[C@@H](C)N([C@H](c2ccc(C(=O)N(CC)CC)cc2)c2cccc(OC)c2)C[C@@H]1C

Screen / compound no. | 39
Imprint erasure | -14.9%
p53ts 39C kill | /
p53ts 32C tox | /
IkB signaling | /

(cont.)
[41] CC(=O)[C@H]1CCC2C3CC[C@H]4C[C@H](O)CC[C@]4(C)C3CC[C@@]21C (stereo not given in full)
[42] Ic1c(C2=CCCCC2)[se]c2ccccc12
[43] C[C@@H]1O[C@@H](O[C@H]2C[C@@H](O)[C@]3(CO)[C@H]4[C@H](O)C[C@]5(C)[C@@H]([C@@H]6COC(=O)C6)CC[C@]5(O)[C@@H]4CC[C@]3(O)C2)[C@H](O)[C@H](O)[C@H]1O
[44] O=C(O)C1C2CCC(O2)C1C(=O)O (stereo not given)
[45] C[N+]1(C)CCc2cc3c(cc2C1C1OC(=O)c2c1ccc1c2OCO1)OCO3 (stereo not given)
[46] COC(=O)C1C(OC(=O)c2ccccc2)CC2CCC1N2C (stereo not given)
[47] OCC(O)[C@H]1O[C@@H]2O[C@H](C(Cl)(Cl)Cl)O[C@@H]2[C@H]1O (stereo not given in full)
[48] COC(=O)C(O)C(O)(CCC(C)C)C(=O)OC1C(OC)=CC23CCCN2CCc2cc4c(cc2C13)OCO4 (stereo not given)

Screen / compound no. | 41 | 42 | 43 | 44 | 45 | 46 | 47 | 48
Imprint erasure | -17.7% | -11.3% | -11.8% | -24.9% | -6.6% | -9.0% | -5.2% | -32.9%[inhibitor]
p53ts 39C kill | / | / | / | / | / | / | / | /
p53ts 32C tox | / | / | / | / | / | / | / | /
IkB signaling | / | / | / | / | / | / | / | /

[49] O=C1OC(c2ccc(O)c(S(=O)(=O)O)c2)(c2ccc(O)c(S(=O)(=O)O)c2)c2c(Br)c(Br)c(Br)c(Br)c21
[50] [Cl][Pd][Cl].[S-]C1=C2N=CN[C-]2[NH+]=C[N-]1.[S-]c1ncnc2[nH]cnc12
[51] CN[C@@H]1C[C@H]2O[C@@](C)([C@@H]1OC)n1c3ccccc3c3c4c(c5c6ccccc6n2c5c31)C(=O)NC4
[52] c1cc2c(c(N3CCNCC3)c1)OCCO2
[53] CC1Cc2cc3c(cc2C(c2ccc(N)cc2)=NN1)OCO3 (stereo not given)
[54] O=C1CCC[C@H]2[C@@H]3CCCN4CCC[C@H](CN12)[C@H]34
[55] Clc1ccc(C(c2ccc(Cl)cc2)n2cc[n+](CC(OCc3ccc(Cl)cc3Cl)c3ccc(Cl)cc3Cl)c2)cc1 (stereo not given)
[56] CC(C)(O)c1[se]c2ccccc2c1I

Screen / compound no. | 49 | 50 | 51 | 52 | 53 | 54 | 55 | 56
Imprint erasure | 8.8% | 18.6%[10.9 µM] | -26.3%[10.9 µM] | -21.5% | -4.6% | 1.2% | -38.3%[inhibitor] | -6.2%
p53ts 39C kill | / | / | / | / | / | / | / | /
p53ts 32C tox | / | / | / | / | / | / | / | /
IkB signaling | / | / | / | / | / | / | / | /

[57] CCCN1CCC[C@@H](c2cccc(C#N)c2)C1
[58] c1ccc([Se]c2c(-c3ccccc3)[se]c3ccccc23)cc1
[59] O=C(O)[C@@H](O)[C@@H](O)C1[O][Sb][O][C@@H]1CO (stereo not given in full)
[60] COc1cc(CC(=O)OCC2=C[C@H]3[C@@H]4C(C)(C)[C@]4(OC(C)=O)[C@H](OC(=O)Cc4ccccc4)[C@@H](C)[C@]3(O)[C@@H]3C=C(C)C(=O)[C@@]3(O)C2)ccc1O
[61] C=CCN1CCc2cccc3c2C1Cc1ccc(O)c(O)c1-3 (stereo not given)
[62] CSC(=S)NCc1c[nH]c2ccccc12
[63] CCCCC/C=C\C/C=C\C/C=C\C/C=C\CCCC(=O)NC1CC1
[64] O=C1CC[C@@]2(O)C3Cc4ccc(O)c5c4C2(CCN3CC2CC2)[C@H]1O5 (stereo not given in full)

Screen / compound no. | 57 | 58 | 59 | 60 | 61 | 62 | 63 | 64
Imprint erasure | -11.6% | -9.8% | -17.5%[10.9 µM] | -29.8% | -32.9%[inhibitor] | 18.4% | 10.1% | -9.0%
p53ts 39C kill | / | / | / | / | / | / | / | /
p53ts 32C tox | / | / | / | / | / | / | / | /
IkB signaling | / | / | / | / | / | / | / | /

Screening data from PubChem BioAssay.
